Assay outcomes (PubChem)
hiPSC survival – hiPSC single-cell survival enhancement; ATPlite luminescence; 100% = ROCK inhibitor wells, 0% = DMSO; survival enhancement, % at 20 µM; hit rate 0.044% among 360,000; AID 602274; in the data active means survival enhancement above about 18%;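 further: cells exposed to compounds for 16 hours before the ATP read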
NR2E3 ag-1 – activates human NR2E3 receptor; hit rate 0.35% among 360,000; CHO-S Gal4-NCOR/VP16-NR2E3 two-hybrid, luciferase; inhibition of corepressor binding, % at 3.98 µM; Q9Y5X4; AID 602229;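 active means inhibition above the mean of all tested compounds plus 3 SD, cut at about 70% in these data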;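 further: 0% = DMSO with NR2E3 transfected cells and 100% = cells lacking NR2E3 construct; higher means lower luciferase signal from less NR2E3 corepressor binding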
HIF-2a inh – blocks HIF-2a reporter activity; 786-0 RCC cells HIF-2a reporter, luciferase luminescence, overnight; inhibition, % at 18.8 µM; hit rate 0.72% among 360,000;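 active means inhibition of the luminescence signal of 40% or more relative to plate controls, in a single-dose primary screen at 18.75 µM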
NR2E3 ag-2 – activates human photoreceptor nuclear receptor NR2E3; Q9Y5X4; AID 2300; inhibition of corepressor binding, % at 4.78 µM; GST-NR2E3/biotin-RetCOR TR-FRET, 1536-well; hit rate 0.12% among 320,000;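 active means percent inhibition above the cutoff of mean plus 3 SD of all tested compounds, set per screening campaign, cut at about 20% in these data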;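 further: 0% = DMSO wells and 100% = biotin wells as full block of FRET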
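System: GST-tagged NR2E3 plus biotinylated RetCOR corepressor; Buffer or medium: pH 7.5 Tris-based buffer; Probe or stimulus: RetCOR corepressor, biotinylated, 7 nM; Doses: compound at 4.8 µM, single dose; Schedule: 5 h incubation at 4 °C; Technique: time-resolved FRET; Evaluation: percent inhibition of TR-FRET ratio; Replication: one well per compound, singlicate testing.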
Cardio protect – modulators protecting cardiomyocytes from myocardial damage | AID 588492 | H9c2 cardiomyocytes, H2O2 injury protection, ATPLite, 2 h | hit rate 0.63% among 360,000 | protection from H2O2 cell death, % at 20 µM;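 active means compounds giving at least 50% protection of heart cells from peroxide-induced death in the single-dose screen, raw or plate-pattern-corrected value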;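 further: 0% = DMSO wells with peroxide and 100% = DMSO wells without peroxide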
PDI turbidity – PDI (human) enzyme inhibition; P07237; PDI insulin aggregation turbidity, A650, 90 min; inhibition, % at 10 µM; hit rate 0.052% among 350,000; AID 588391;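 active means mean inhibition across replicates of 30% or more, whatever share of single replicates reach that level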;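 further: absorbance from insulin aggregation driven by PDI reduction with DTT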
Target sequence (P07237 whole entry, looked up): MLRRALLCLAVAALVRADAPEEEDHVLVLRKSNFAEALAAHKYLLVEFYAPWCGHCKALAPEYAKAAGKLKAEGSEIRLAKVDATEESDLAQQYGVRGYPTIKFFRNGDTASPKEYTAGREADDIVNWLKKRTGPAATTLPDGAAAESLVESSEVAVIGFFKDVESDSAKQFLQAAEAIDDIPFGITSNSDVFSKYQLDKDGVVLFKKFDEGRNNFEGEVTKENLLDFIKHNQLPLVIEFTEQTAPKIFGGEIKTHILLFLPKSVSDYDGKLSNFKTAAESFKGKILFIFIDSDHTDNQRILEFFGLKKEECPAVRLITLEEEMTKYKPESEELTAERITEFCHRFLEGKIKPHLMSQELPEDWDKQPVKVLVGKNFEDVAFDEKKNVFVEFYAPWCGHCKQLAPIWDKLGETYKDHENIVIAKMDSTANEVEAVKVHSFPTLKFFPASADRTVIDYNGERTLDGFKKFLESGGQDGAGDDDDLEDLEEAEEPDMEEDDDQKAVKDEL
Shn3 3UTR inh – inhibitors of Schnurri-3 3'UTR reporter in osteoblasts. Clone20 osteoblast Shn3 3'UTR firefly luciferase, 24 h. inhibition, % at 12.5 µM. hit rate 0.52% among 360,000. AID 588674;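 active means mean inhibition of at least 75% with every replicate also reaching 75%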;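 further: 0% = median of neutral control wells and 100% = pilot-screen positive control compound; some compounds past the cut are filed as inactive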
MITF TRPM1 inh – MITF TRPM1 promoter inhibition in SK-MEL-5 cells; SK-MEL-5 TRPM1 promoter luciferase, 24 h; inhibition, % at 12.5 µM; hit rate 0.83% among 330,000; AID 488899;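 active means mean inhibition across replicates of 60% or more, whatever share of single replicates reaches that level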; further: values of inactives mirror those of a sister screen read the other way
CaV13 ICDI inh – Disruptors of the CACNA1D IQ motif to Ca2+-dependent inactivation inhibitor domain association, primary screening, Förster resonance energy transfer in intact living …; HEK cells, CFP/YFP FRET ICDI-IQ, plate reader, 10 min; percent FRET-ratio fall versus neutral wells; inhibition, % at 12.3 µM; hit rate 0.098% among 340,000;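 active means mean replicate inhibition of at least 30% and at least 1% of replicates passing that level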;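 further: 0% = median of the neutral control wells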
Peg3 promoter – inhibitors of Peg3 promoter; HeLa PEG-Prom luciferase reporter, luminescence, overnight; inhibition, % at 20 µM; hit rate 1.7% among 360,000; AID 588405;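 active means inhibition of at least 50% at 20 µM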
m5-HT2A agonist – activates the mouse 5-HT2A serotonin receptor. activation, % at 7.6 µM. P35363. hit rate 0.66% among 360,000. CHO-K1 mHTR2A beta-arrestin complementation, luminescence; percent of 30 µM serotonin response;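 active means activation above a run cutoff, the mean activation of all tested compounds plus 3 SD, cut at about 14% in these data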;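 further: 0% = plate median of compound wells and 100% = 30 µM serotonin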
Target sequence (P35363 whole entry, looked up): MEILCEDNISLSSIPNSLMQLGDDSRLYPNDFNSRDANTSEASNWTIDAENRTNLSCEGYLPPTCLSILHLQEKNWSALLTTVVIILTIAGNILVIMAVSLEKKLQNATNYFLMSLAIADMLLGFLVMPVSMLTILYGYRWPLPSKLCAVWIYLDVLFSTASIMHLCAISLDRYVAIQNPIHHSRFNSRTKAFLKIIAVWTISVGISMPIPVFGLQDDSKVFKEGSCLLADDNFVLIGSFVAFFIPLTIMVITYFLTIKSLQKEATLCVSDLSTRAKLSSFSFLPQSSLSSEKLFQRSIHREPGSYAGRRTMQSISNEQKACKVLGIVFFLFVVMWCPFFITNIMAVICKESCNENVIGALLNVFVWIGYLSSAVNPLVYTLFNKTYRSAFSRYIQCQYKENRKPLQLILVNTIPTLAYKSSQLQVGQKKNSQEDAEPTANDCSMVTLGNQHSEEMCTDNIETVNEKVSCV
Active calls of the source: *; . = not tested or not shown. This is a random part of the collection; about 3.9% have a hit in one of these screens.

SMILES	hiPSC survival	NR2E3 ag-1	HIF-2a inh	NR2E3 ag-2	Cardio protect	PDI turbidity	Shn3 3UTR inh	MITF TRPM1 inh	CaV13 ICDI inh	Peg3 promoter	m5-HT2A agonist
O=C(Nc1ccc2c(c1)OCO2)Nc1cnccn1	2.0	-27	-136	1	1	0	-53	-53	.	-135	1
O=C(O)c1ccc([N+](=O)[O-])nc1	1.7	-20	10	.	1	12	3	.	-9	4	6
COc1ccccc1N1CCN(c2ccc([N+](=O)[O-])cc2Cl)CC1	-0.4	-33	-68	3	-8	-13	4	5	-4	-21	1
Cc1ccc(S(=O)(=O)Nc2ncnc3sccc23)cc1C	0.3	-11	11	4	5	-1	2	8	-5	2	4
O=C(CCc1nc2ccccc2n1-c1ccccc1)NCCO	-1.1	-13	-1	2	5	-7	6	1	-3	-4	1
Clc1ccc(N(CC2CO2)CC2CO2)cc1 (stereo not given)	-2.9	9	5	.	0	-4	18	1	-6	1	7
CCC(CC)C(=O)Nc1ccc(-c2cn3cccnc3n2)cc1	-0.1	-6	-99	2	-2	-8	-24	-14	-19	-71	0
CCCCC(=O)Nc1ncc(Br)s1	-3.5	16	-117	32*	7	-5	-11	-4	-5	-38	1
CCOc1ccc(C(=O)CCC(=O)NC(CC(C)C)C(=O)OC)cc1 (stereo not given)	-0.3	-23	-3	1	-2	8	1	-5	-2	0	0
CC(C)CCNC(=O)NC(=O)CSc1ccc(S(=O)(=O)N2CCOCC2)cn1	0.2	-4	7	1	-8	7	-81	4	-5	-3	-2
Cc1ccccc1C(=O)NC1CCN(CC(=O)Nc2c(C)cccc2C)CC1	-3.3	20	2	1	4	0	12	16	-4	13	0
CCN(C(=O)CSC1=Nc2ccccc2C2CC=NN12)C1CCS(=O)(=O)C1 (stereo not given)	0.8	-19	19	3	16	-2	-41	5	-4	10	-1
NC(Cc1ccc(O)cc1)c1cn([C@@H](CCC(=O)O)C(=O)N2CCNCC2)nn1 (stereo not given in full)	8.4	18	9	6	5	3	-1	5	-5	3	13
CCOc1ccc(NS(=O)(=O)c2ccc(C)c(C(N)=O)c2)cc1	-0.1	3	11	0	-14	3	30	2	3	17	2
Cc1ccc(OCc2n[nH]c(=S)n2C2CCCCC2)cc1	2.1	-13	-7	0	-8	3	-40	3	-9	18	-1
c1ccc(-c2noc(CN3CCOCC3)n2)cc1	1.3	-25	-100	0	-1	2	-12	-26	-5	-65	1
CCOC(=O)C1CCCN(C(=O)CN2C(=O)/C(=C/c3ccc(OC)cc3)Oc3ccccc32)C1 (stereo not given)	4.1	-15	-63	-3	42	1	10	-6	-3	-156	2
Cc1nnc(NC(=O)CSC2=NN3CCCC(=O)N=C3S2)s1	0.5	-15	12	-3	-2	-1	-27	8	-9	21	-4
Brc1ccc2c(c1)[C@H]1OCC[C@H]1[C@@H](c1cccs1)N2	1.1	2	-3	0	-9	7	28	17	-2	17	-4
COCC(=O)N1CCC(Oc2ccc(C(=O)NC3Cc4ccccc4C3)cc2)CC1	-0.4	6	44*	0	1	3	13	7	.	22	4
CCOC(=O)C1CCN(c2ncnc3nc[nH]c23)CC1	6.7	-21	17	-1	8	-12	0	2	-9	9	8
[O-]/[N+](=C/c1ccc(F)cc1)c1ccccc1	-3.6	-3	-8	4	1	-6	-13	-19	-5	-19	-6
Fc1ccc(N2CCN(c3ncnc4nc[nH]c34)CC2)cc1	0.0	-29	-75	4	-8	10	-5	-24	-7	-47	-3
Fc1ccccc1-c1n[nH]c(=S)n1CC1CCCO1 (stereo not given)	1.1	-8	10	0	2	3	-15	7	-4	-2	-1
CC/C(C)=N/Nc1nc2sc3c(c2c(=O)[nH]1)CC(C)(C)OC3	0.7	-28	-5	-1	13	8	-19	-2	.	-3	2
CC1CN(S(=O)(=O)c2ccc(C(=O)NN3CCN(C)CC3)cc2)CC(C)O1 (stereo not given)	2.5	5	22	1	-1	9	10	0	-2	17	4
C=CCN(C(=O)c1csnn1)C(C(=O)NC1CCCC1)c1c(F)cccc1Cl (stereo not given)	0.7	3	4	1	1	-4	1	3	-5	27	4
CC(NC(=O)Nc1ccc(F)cc1F)c1ccncc1 (stereo not given)	-1.6	-2	4	-1	2	-2	6	-2	-2	14	2
CC(C)C(=O)N(Cc1ccc(F)cc1)Cc1nc2ccccc2c(=O)[nH]1	1.3	-10	21	-1	25	2	11	7	-2	8	-2
COCCNC(=S)Nc1cc(S(=O)(=O)N2CCOCC2)ccc1N1CCCCC1	0.0	1	12	4	3	18	-2	12	-7	3	3
Cc1cc(C)n(C(C)CC(=O)Nc2ccc(-c3ccno3)cc2)n1 (stereo not given)	-0.4	3	6	1	0	-1	-7	3	-6	-13	-8
Cc1ccnc(NC(=O)Cc2c(F)cccc2Cl)c1	1.4	7	-32	1	0	0	-25	-11	-5	4	3
CN(C)c1ccc(NC(=O)COC(=O)CNC(=O)c2cccs2)cc1	0.6	-8	5	-1	9	-13	-11	6	-5	2	-3
CCCS(=O)(=O)NC(=O)C1(C)CCN(C(=O)c2ccc(C(F)(F)F)nc2C)C1 (stereo not given)	0.3	-21	10	.	-2	-8	-1	.	.	2	-1
O=C(COC(=O)Cc1ccc(Cl)cc1Cl)Nc1ccc(OC(F)F)cc1	-0.8	-31	26	-1	1	-14	-3	-5	-4	-21	2
COc1ccc(C(=O)NCCCc2nc3ccccc3n2Cc2ccccc2C)cc1OC	0.4	0	15	-2	-3	.	23	.	-3	8	-7
COc1ccccc1NC(=O)C1=C(C)Nc2ncnn2C1c1cccs1 (stereo not given)	1.4	-12	18	2	7	-4	-8	-1	.	16	1
COc1ccc(NC(=O)CN2CCc3ccccc3C2)cc1S(=O)(=O)N1CCOCC1	-0.8	11	-4	-1	22	-2	-13	5	-5	0	-2
Cn1c(C(=O)NCCCN2CCN(c3cccc(Cl)c3)CC2)cc2c(=O)n(C)c3ccccc3c21	5.4	-20	-17	-4	4	.	27	.	-11	46	-4
CC1(c2ccc(Cl)cc2Cl)NC(=O)N(CC(=O)N2CCN(C(=O)c3ccco3)CC2)C1=O (stereo not given)	-3.2	-12	2	-1	-2	-5	-1	1	-3	3	-4

Rewritten bar-delimited: part of the list above
SMILES | hiPSC survival | NR2E3 ag-1 | HIF-2a inh | NR2E3 ag-2 | Cardio protect | PDI turbidity | Shn3 3UTR inh | MITF TRPM1 inh | CaV13 ICDI inh | Peg3 promoter | m5-HT2A agonist
Fc1ccccc1-c1n[nH]c(=S)n1CC1CCCO1 (stereo not given) | 1.1 | -8 | 10 | 0 | 2 | 3 | -15 | 7 | -4 | -2 | -1
COc1ccc(NC(=O)CN2CCc3ccccc3C2)cc1S(=O)(=O)N1CCOCC1 | -0.8 | 11 | -4 | -1 | 22 | -2 | -13 | 5 | -5 | 0 | -2
COCCNC(=S)Nc1cc(S(=O)(=O)N2CCOCC2)ccc1N1CCCCC1 | 0.0 | 1 | 12 | 4 | 3 | 18 | -2 | 12 | -7 | 3 | 3

Continued.
SMILES	hiPSC survival	NR2E3 ag-1	HIF-2a inh	NR2E3 ag-2	Cardio protect	PDI turbidity	Shn3 3UTR inh	MITF TRPM1 inh	CaV13 ICDI inh	Peg3 promoter	m5-HT2A agonist
COC(=O)CN(c1ccccc1F)S(=O)(=O)c1ccc(C)cc1	-0.5	8	18	-1	0	-3	-15	4	-4	10	-6
COC(=O)c1cc(OC)cc(O)c1C(=O)c1c(O)cc(C)cc1O	1.3	10	-11	4	0	.	-27	-11	.	6	3
CCc1ccc(C2C(C#N)=C(N)SC(N)=C2C#N)s1	0.4	11	-17	18	-5	7	5	8	.	-5	0
CC(C)c1ccc(NC(=O)CN2C(=O)NC3(CCCC3)C2=O)cc1	-0.4	4	-19	4	2	-12	-5	-13	-3	-23	2
COc1ccc(/C(C)=N\O)cc1OC	-0.5	-27	8	2	-3	1	7	13	-4	9	1
O=C(OCC(=O)N1CCc2ccccc2C1)c1ccc(F)cc1Cl	-3.1	-84	-10	.	-2	-8	-26	-43	-6	-251	1
CS(=O)(=O)N(CC(=O)N1CCN(Cc2ccccc2)CC1)C1CCCCC1	-2.7	-4	-4	1	-2	-1	-30	4	-4	4	4
CCOc1ccc(Oc2ccccc2NC(=O)CCNC(C)=O)cc1	-0.7	9	16	-3	-3	-1	26	7	-2	12	-2
Cc1cccc(NC(=O)CS(=O)(=O)c2cn(C)c3ccccc23)c1	0.1	7	11	1	-1	-8	-2	.	-6	5	8
CN(C)C(=O)c1ccc2c3c(cccc13)CC2	-1.9	-9	14	-2	2	0	10	3	1	7	-3
CC1=NOC(=O)/C1=C/c1ccc(O)cc1	-3.9	-16	34	6	-9	4	-36	-12	-5	6	5
O=C(COC(=O)c1cc[n+]([O-])cc1)Nc1cccc(F)c1	-0.4	9	2	.	6	1	-3	-4	-3	-26	-1
Cc1cc(CNCc2cn(C)nc2-c2ccc(Oc3ccccc3)cc2)on1	2.3	-22	2	0	0	1	5	-10	-5	6	-3
CC(O)(c1cccc(F)c1)c1nc(-c2cccc3cccnc23)cs1 (stereo not given)	3.8	-25	2	.	-15	-4	-5	.	-4	12	6
CC(C)[C@H](NC(=O)OCc1ccccc1)C(=O)OCC(=O)NC1CCCCC1	-1.6	-13	-44	-6	-4	-1	-10	-10	.	-26	-7
COc1cc(/C=N/n2c(-c3n[nH]c4c3CCC4)n[nH]c2=S)ccc1O	-0.4	-12	25	-4	-6	-2	7	2	-6	11	4
CC(C)CCNC(=O)c1onc(CSc2ccc(F)cc2)c1C(=O)NCCC(C)C	21*	11	4	2	-9	3	2	-4	-9	12	3
CSc1cccc(CN2CCN(CCC(C)C)C(CCO)C2)c1 (stereo not given)	-0.3	-6	-13	1	-4	-4	15	-18	2	-4	-6
COC(=O)c1ccccc1NC(=S)NC(=O)c1ccc2c(c1)OCO2	-0.3	-6	-47	.	19	-3	-54	4	-11	-1	1
CCOC(=O)C1(C)CCCCCN1C(=O)c1ccccc1F (stereo not given)	0.3	5	15	.	0	-23	-4	.	-11	11	7
Cc1cc(OC(C)C)nc(NCc2ccccc2)n1	-1.9	-51	10	0	-14	3	31	7	.	11	-7
Cc1ccccc1NC(=S)NCc1cccs1	0.1	-13	11	-2	7	-9	26	0	-5	4	8
Cc1ccc(Cn2c(C)c(C(=O)NCc3cccs3)sc2=O)cc1	-2.3	-4	0	.	-1	-5	21	.	-21	12	0
O=C(CNC(=S)NC(=O)c1ccccc1Br)c1ccccc1	-2.9	17	8	1	2	-1	3	12	-15	5	5
CCOc1ccc(NC(=O)CN(C)CC(=O)Nc2ccccc2SC)cc1OCC	5.3	-10	13	2	4	-12	15	2	-5	10	0
CCCc1nc2c(nnn2Cc2ccccc2Cl)c(=O)[nH]1	-0.7	-21	21	-1	-2	4	11	-6	-2	22	-3
